Screening results (PubChem)
Bim-Bcl-W – inhibitors of Bim binding to Bcl-W, primary screen, biochemical, multiplexed, bead-based flow cytometry; Bcl-2-like protein 2 (Homo sapiens), Q92843; Bim peptide-Bcl-W binding; inhibition, % at 10 µM; actives 0.02% (n = 190,000); AID 952, 2007;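 also: 0% = bound tracer without compound and 100% = peptide blocker; higher means less fluorescent Bim peptide bound to Bcl-W beads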
Target sequence (Q92843 whole entry, looked up): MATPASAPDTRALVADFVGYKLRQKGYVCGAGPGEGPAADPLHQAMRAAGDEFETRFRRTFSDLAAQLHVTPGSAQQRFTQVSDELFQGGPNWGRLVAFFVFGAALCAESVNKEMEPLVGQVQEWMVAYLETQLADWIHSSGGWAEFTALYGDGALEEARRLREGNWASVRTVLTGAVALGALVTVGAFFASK
Rab2A wt mod – modulators of GTP binding to Rab2A wildtype, primary screen, biochemical, dog, bead-based flow cytometry, multiplex. Ras-related protein Rab-2A (Canis lupus familiaris), P61105. GST-Rab2 wt beads, Bodipy-GTP binding. GTP binding activity, % at 10 µM. actives 0.19% (n = 190,000). AID 760, 2007;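 active = GTP binding activity at least 20 points away from 100%, either lowered or raised; inconclusive = signal likely due to the compound's own green fluorescence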;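 also: 0% = beads with excess unlabeled GTP and 100% = no-compound control corrected for plate trend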
Rab7 wt modul – modulators of GTP binding to Rab7, primary screen, biochemical, wildtype, multiplex bead flow cytometry; GTP binding activity (percent of control), % at 10 µM; GST-Rab7 beads, fluorescent GTP binding; actives lie on both sides; untreated = 100%, excess cold GTP = 0%; AID 758, 2007; actives 0.055% (n = 190,000); Rab7 GTPase wild type (dog), Bodipy-FL-GTP binding;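 active = fluorescent GTP binding to Rab7 beads changed by at least 20 points from the 100% baseline, either direction, mostly lower; inconclusive = compound itself probably fluorescent, or too few beads counted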;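 also: median green fluorescence of bound Bodipy-FL-GTP per Rab7 bead population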
Cdc42 wt – modulators of GTP binding to wildtype Cdc42, primary screen, biochemical, multiplex bead flow cytometry, Bodipy-GTP | Cell division control protein 42 homolog (Homo sapiens), P60953 | GST-Cdc42 beads; actives lie on both sides | percent activity (GTP binding), % at 10 µM | actives 0.2% (n = 190,000);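 active = percent activity GTP binding at least 20 points away from the 100% baseline, either down as inhibitor or up as activator; inconclusive = compound flagged as likely green fluorescent from well-wide comparison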;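 also: median bead fluorescence of bound Bodipy-FL-GTP at 100 nM; 0% = excess unlabeled GTP control and 100% = no compound control; below 100% means less GTP binding so inhibitor and above means activator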
Target sequence (P60953 whole entry, looked up): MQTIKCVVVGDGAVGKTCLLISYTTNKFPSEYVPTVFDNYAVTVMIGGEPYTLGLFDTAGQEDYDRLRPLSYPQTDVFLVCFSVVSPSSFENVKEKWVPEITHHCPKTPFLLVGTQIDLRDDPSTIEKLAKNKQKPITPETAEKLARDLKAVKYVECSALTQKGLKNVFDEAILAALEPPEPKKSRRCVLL
Rac1 wt modul – wildtype Rac1 GTP binding modulators, primary screen, biochemical, GST-Rac1 beads, flow cytometry, multiplex; AID 757, 2007; fluorescent GTP binding; actives lie on both sides; 0 = cold GTP competed, 100 = untreated; Ras-related C3 botulinum toxin substrate 1 (Homo sapiens), P63000; GTP binding activity (% of control), % at 10 µM; actives 0.27% (n = 190,000);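 active = GTP binding activity at least 20 points away from the 100% control level, either lower or higher; inconclusive = compound flagged as likely green fluorescent, judged across all proteins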
Bim-Bfl-1 – inhibitors of Bim binding to Bfl-1, primary screen, biochemical, multiplexed, bead-based flow cytometry; inhibition, % at 10 µM; Bcl-2-related protein A1 (Homo sapiens), Q16548; AID 1008, 2008; Bim-Bfl-1 binding inhibition; actives 0.12% (n = 190,000);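 also: 0% = wells without compound plus tracer and 100% = blocker peptide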
Bim-Bcl-B – inhibitors of Bim-Bcl-B binding, primary screen, biochemical, multiplexed, human Bcl-2 family. inhibition, % at 10 µM. actives 0.073% (n = 190,000). bead-based flow cytometry, Bim peptide-Bcl-B binding. AID 951, 2007;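 also: 0% = tracer peptide without compound and 100% = reference inhibitor peptide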
Target sequence (Q9HD36 whole entry, looked up): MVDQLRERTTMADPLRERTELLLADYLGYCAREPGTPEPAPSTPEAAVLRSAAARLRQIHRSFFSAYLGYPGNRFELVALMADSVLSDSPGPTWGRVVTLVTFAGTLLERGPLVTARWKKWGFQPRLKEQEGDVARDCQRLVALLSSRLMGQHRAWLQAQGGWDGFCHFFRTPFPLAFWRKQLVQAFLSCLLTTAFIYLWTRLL
Bim-Bcl-2 – inhibitors of Bim-Bcl-2 binding, primary screen, biochemical, multiplexed, human Bcl-2 family; actives 0.06% (n = 190,000); Bead-based flow cytometry, Bim peptide-Bcl-2 binding; inhibition, % at 10 µM; AID 950, 2007; Apoptosis regulator Bcl-2 (Homo sapiens), P10415; in the data active = inhibition above about 40%; inconclusive = no clear call, values can overlap the other calls;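 also: 0% = no compound wells with probe peptide and 100% = reference peptide inhibitor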
Target sequence (P10415 whole entry, looked up): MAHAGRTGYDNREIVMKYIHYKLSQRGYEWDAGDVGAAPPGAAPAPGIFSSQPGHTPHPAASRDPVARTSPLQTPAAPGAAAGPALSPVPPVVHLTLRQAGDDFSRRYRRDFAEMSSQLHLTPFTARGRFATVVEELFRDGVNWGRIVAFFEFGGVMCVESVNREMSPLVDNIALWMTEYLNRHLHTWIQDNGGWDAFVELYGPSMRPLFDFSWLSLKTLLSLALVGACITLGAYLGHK
Rac1 act GTP bind – GTP binding modulators of activated mutant Rac1, primary screen, biochemical, bead-based flow cytometry, multiplex, fluorescent GTP; Ras-related C3 botulinum toxin substrate 1 (Homo sapiens), P63000; GST-Rac1 activated beads; actives lie on both sides; 100% means binding = to untreated wells; percent activity (GTP binding), % at 10 µM; actives 0.11% (n = 190,000); AID 764, 2007;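 active = GTP binding at least 20 percentage points away from the 100% baseline, in either direction, so actives lie on both sides; inconclusive = Compound likely fluorescent itself, or too few beads counted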
Bcl-XL Bim block – inhibitors of Bim-Bcl-XL binding, primary screen, biochemical, multiplexed, bead flow cytometry, human Bcl-XL. Bim peptide-Bcl-XL binding, fluorescence. inhibition, % at 10 µM. actives 0.04% (n = 190,000)
Target sequence (Q07817 whole entry, looked up): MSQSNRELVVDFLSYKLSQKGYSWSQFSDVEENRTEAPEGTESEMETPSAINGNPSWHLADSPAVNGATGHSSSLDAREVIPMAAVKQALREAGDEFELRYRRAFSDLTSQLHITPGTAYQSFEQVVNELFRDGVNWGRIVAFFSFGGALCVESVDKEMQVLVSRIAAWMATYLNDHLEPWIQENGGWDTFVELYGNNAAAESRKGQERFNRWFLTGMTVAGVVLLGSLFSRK
HRas wt GTP bind – modulators of GTP binding to HRas wildtype, primary screen, biochemical, bead-based flow cytometry, multiplex. AID 759, 2007. GST-Ras wt beads, Bodipy-FL-GTP binding; actives lie on both sides. GTPase HRas (Homo sapiens), P01112. GTP binding activity, % at 10 µM. actives 0.14% (n = 190,000);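 active = GTP binding activity at least 20% away from the 100% baseline, either lowered as inhibitor or raised as activator; inconclusive = flagged as likely green fluorescent, judged across all proteins in the well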;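 also: 0% = unlabeled GTP competition control and 100% = no-compound control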
Active calls of the source: *; ? = inconclusive. Rule as the data show it, unless noted: active = inhibition above about 40%.

(1) CCCN(CCC)c1nc(N)nc(-c2cc(Cl)ccc2OC)n1
(2) O=c1c2c([nH]c3ccccc13)C(=C1CCCC1)CC2
(3) COC(=O)c1sc2ccccc2c1NC(=O)c1ccc(S(=O)(=O)N2CC(C)CC(C)C2)cc1 (stereo not given)
(4) CC(=O)c1ccc(N2CCN(C(=O)c3ccc(Br)cc3)CC2)c(F)c1
(5) OC(C#CCN1CCCC1)c1ccccc1 (stereo not given)
(6) CC(=O)C(=Cc1cc(C)n(-c2ccccc2)c1C)C(C)=O
(7) Cc1ccc(C#N)c(SCc2cc3c(cc2Cl)OCO3)n1
(8) CCOC(=O)c1nnn(-c2nonc2-n2cccc2)c1CN1CCC(C(=O)OCC)CC1
Compound,1,2,3,4,5,6,7,8
Rac1 wt modul,102,106,104,102,106,100,110,98
Bim-Bcl-2,-4,-2,-1,-11,0,0,-6,0
Bcl-XL Bim block,-5,-3,-4,-1,-2,0,-4,-1
Cdc42 wt,101,102,102,103,106,96,105,97
HRas wt GTP bind,100,100,101,102,104,98,104,98
Rac1 act GTP bind,97,101,101,96,103,98,102,97
Rab2A wt mod,100,101,100,103,102,97,108,96
Bim-Bcl-W,-1,3,-3,-1,1,0,-5,-1
Rab7 wt modul,101,102,100,101,103,96,106,95
Bim-Bfl-1,-17,-3,-9,-4,-10,1,-4,0
Bim-Bcl-B,-5,1,-7,-1,-4,-1,-4,-1

(9) O=C(CN1C(=O)C2CC=C(Cl)CC2C1=O)Nc1ccc(C(=O)O)cc1 (stereo not given)
(10) O=C(Nc1nc2n(n1)C(c1ccccc1)C=C(c1ccccc1)N2)c1ccco1 (stereo not given)
(11) O=C(C1=C[C@H](c2csc3ccccc23)C[C@H](OCc2ccc(CO)cc2)O1)N1CCN(Cc2ccc3c(c2)OCO3)CC1
(12) CC(=O)c1c(C)[nH]c(C(=O)Nc2ccc(Cl)c(S(=O)(=O)N(C)C)c2)c1C
(13) Cc1ccc(/C=N/N2CCN(Cc3ccccc3)CC2)cc1
(14) Cc1ccc(NC(=O)C(C)Sc2nc(=O)cc(N)n2-c2ccccc2)cc1 (stereo not given)
(15) N/C(=N\OC(=O)c1ccc(Cl)cc1Cl)c1ccccc1
(16) O=C(CN1CCCCC1)NC(=O)NCc1ccccc1
Compound,9,10,11,12,13,14,15,16
Rac1 wt modul,103,93,97,101,90,105,100,105
Bim-Bcl-2,-12,-6,-5,-1,0,-11,-6,1
Bcl-XL Bim block,-5,-1,-4,-3,-5,1,-2,-6
Cdc42 wt,101,90,94,98,89,101,100,101
HRas wt GTP bind,101,92,97,98,91,102,98,102
Rac1 act GTP bind,99,92,97,97,87,100,98,101
Rab2A wt mod,100,92,96,102,93,100,98,104
Bim-Bcl-W,2,-3,1,-2,0,5,-2,-2
Rab7 wt modul,97,93,105,99,100,103,98,100
Bim-Bfl-1,-12,-14,-6,0,-7,-12,-6,0
Bim-Bcl-B,-6,-6,-9,0,-7,-6,-3,-3

(17) CC(OC(=O)CCC(=O)c1cccs1)C(=O)Nc1ccccc1[N+](=O)[O-] (stereo not given)
(18) Cc1cc(Cl)c(S(=O)(=O)N(C)C)cc1OCC(N)=O
(19) COc1ccccc1Cn1c(=O)c2ccccc2n2c(Sc3ncnc4sccc34)nnc12
(20) N/C(Cc1ccccc1)=N\OC(=O)c1cccc2ccccc12
(21) O=C(CC12CC3CC(CC(C3)C1)C2)N1CCCOC1
(22) COC(=O)NNC(=O)COc1ccccc1C
(23) O=c1[nH]c(Cc2ccccc2)nc2c1oc1ccccc12
(24) COc1ccc(C/C(N)=N/OC(=O)c2cccc([N+](=O)[O-])c2)cc1
Compound,17,18,19,20,21,22,23,24
Rac1 wt modul,?,102,100,102,99,102,101,103
Bim-Bcl-2,3,-1,-2,0,-3,2,-8,4
Bcl-XL Bim block,0,-3,0,-5,1,-3,-6,-1
Cdc42 wt,?,98,94,99,100,100,101,100
HRas wt GTP bind,?,102,99,101,98,100,100,99
Rac1 act GTP bind,?,98,97,99,95,100,101,99
Rab2A wt mod,?,99,97,98,97,97,98,97
Bim-Bcl-W,4,-3,2,-3,1,0,0,1
Rab7 wt modul,?,97,100,99,97,97,93,98
Bim-Bfl-1,-2,2,-4,0,-10,0,-12,2
Bim-Bcl-B,3,-5,-7,-8,-5,0,-4,9

(25) Cc1cc(NC(=O)c2c(Br)c(C)nn2C)no1
(26) Cc1ccc(OC(F)F)c(NC(=O)Nc2cccc(C(F)(F)F)c2)c1
(27) CCc1ccc(NC(=O)C(=O)NCC(O)c2ccccc2)cc1 (stereo not given)
(28) O=C(CS(=O)(=O)Cc1ccccc1)N1CCN(c2cccc(C(F)(F)F)c2)CC1
(29) CC(=O)OC(C(=O)NCCN1CCOCC1)c1c(F)cccc1F (stereo not given)
(30) CNc1nc(C)c(C(=O)OCc2ccccc2)s1
(31) O=C(Cc1ncc(C(F)(F)F)cc1Cl)Nc1cccc(Br)c1
(32) COc1ccc(/C=C/C(=O)N2CCC(C(N)=O)CC2)cc1S(=O)(=O)N1CCOCC1
Compound,25,26,27,28,29,30,31,32
Rac1 wt modul,105,99,98,102,97,105,100,93
Bim-Bcl-2,4,-11,0,-8,-3,-2,2,-1
Bcl-XL Bim block,-1,-1,-4,-5,-1,7,0,0
Cdc42 wt,101,101,97,98,96,104,98,91
HRas wt GTP bind,101,98,97,98,97,102,100,94
Rac1 act GTP bind,101,97,95,96,94,100,97,94
Rab2A wt mod,96,98,96,100,96,103,99,92
Bim-Bcl-W,1,-6,1,2,-1,-3,-1,-1
Rab7 wt modul,98,97,98,98,103,99,101,98
Bim-Bfl-1,2,-7,-4,-17,-8,-8,-2,4
Bim-Bcl-B,3,-9,0,-10,-4,-6,0,0

(33) Cc1cc(C)cc(CSCC(=O)N/N=C/c2ccc(OCC(=O)NCc3ccco3)cc2)c1
(34) CN(C)CCCN1C(=O)c2cccc3c(Br)ccc(c23)C1=O
(35) O=C(Nc1cc([N+](=O)[O-])ccc1F)C1CC1
(36) O=C(Nc1ccc(O)c(-c2nc3ccccc3o2)c1)C1(c2ccc(Cl)cc2)CCCC1
(37) NCCNc1cc(N2CCCC2)ccc1[N+](=O)[O-]
(38) COc1ccc(C(=O)Nc2cccc(C(=O)NCc3ccco3)c2)cc1
(39) CC1CCCCN1Cc1c(O)ccc2c(=O)c(-c3nc4ccccc4s3)c(N)oc12 (stereo not given)
(40) Cc1nc(NC(=O)c2ccccc2)nc2cc3c(cc12)OCO3
Compound,33,34,35,36,37,38,39,40
Rac1 wt modul,101,97,106,103,95,93,99,101
Bim-Bcl-2,-14,-3,-2,-5,6,-1,-1,-8
Bcl-XL Bim block,-10,-5,-7,-7,-4,-1,-12,-5
Cdc42 wt,98,95,105,103,93,91,98,101
HRas wt GTP bind,99,99,100,99,100,94,99,99
Rac1 act GTP bind,95,95,100,100,94,94,100,99
Rab2A wt mod,100,98,101,100,99,94,96,97
Bim-Bcl-W,0,-2,-3,-6,-1,-2,-11,-3
Rab7 wt modul,102,96,100,102,105,92,96,102
Bim-Bfl-1,-21,0,-2,-10,-1,-5,0,-16
Bim-Bcl-B,-11,-6,-3,-11,-3,-3,-11,-8

(41) Cc1cc2c(c(=O)n1Cc1cccnc1)C(c1cccs1)C(C#N)=C(N)O2 (stereo not given)
(42) O=C1c2ccccc2C(Nc2ccc3c(c2)OCCO3)N1c1ccc(Cl)cn1 (stereo not given)
(43) Cc1ccc(-c2cc(=O)[nH][nH]2)c(C)c1
(44) Cc1csc(C(C#N)C(=O)c2ccc(S(=O)(=O)N3CCCC3)cc2)n1 (stereo not given)
(45) NNC(=O)C1CC1c1ccc(Cl)cc1 (stereo not given)
(46) COc1ccc([N+](=O)[O-])cc1NC(=O)CCN1CCN(c2ccccc2)CC1
(47) O=C(CC1CCCCC1)c1c(O)c2ccccc2oc1=O
(48) O=C1c2ccccc2C(=O)N1OCc1c(F)cccc1Cl
(49) CCCC1=NN(C(=O)Cc2ccc(OC)cc2)C(O)(C(F)(F)F)C1 (stereo not given)
Compound,41,42,43,44,45,46,47,48,49
Rac1 wt modul,96,104,?,93,106,100,95,99,100
Bim-Bcl-2,2,-4,-7,-3,-6,-1,-6,-3,-7
Bcl-XL Bim block,2,0,-6,-2,-7,-3,-2,-6,-12
Cdc42 wt,97,102,?,94,99,99,94,99,99
HRas wt GTP bind,96,101,?,98,99,99,101,97,97
Rac1 act GTP bind,93,100,?,94,98,96,90,95,96
Rab2A wt mod,94,98,?,95,100,98,94,98,96
Bim-Bcl-W,-4,4,0,1,-3,-5,4,-6,-6
Rab7 wt modul,94,97,?,98,104,103,97,96,100
Bim-Bfl-1,-3,-5,-5,-9,-4,-2,-10,-6,-19
Bim-Bcl-B,-3,-4,-8,-7,-7,-6,-5,-4,-13

Filtered by structure: the compounds so far with an aryl methoxy group
(1) CCCN(CCC)c1nc(N)nc(-c2cc(Cl)ccc2OC)n1
(19) COc1ccccc1Cn1c(=O)c2ccccc2n2c(Sc3ncnc4sccc34)nnc12
(24) COc1ccc(C/C(N)=N/OC(=O)c2cccc([N+](=O)[O-])c2)cc1
(32) COc1ccc(/C=C/C(=O)N2CCC(C(N)=O)CC2)cc1S(=O)(=O)N1CCOCC1
(38) COc1ccc(C(=O)Nc2cccc(C(=O)NCc3ccco3)c2)cc1
(46) COc1ccc([N+](=O)[O-])cc1NC(=O)CCN1CCN(c2ccccc2)CC1
(49) CCCC1=NN(C(=O)Cc2ccc(OC)cc2)C(O)(C(F)(F)F)C1 (stereo not given)
Compound,1,19,24,32,38,46,49
Rac1 wt modul,102,100,103,93,93,100,100
Bim-Bcl-2,-4,-2,4,-1,-1,-1,-7
Bcl-XL Bim block,-5,0,-1,0,-1,-3,-12
Cdc42 wt,101,94,100,91,91,99,99
HRas wt GTP bind,100,99,99,94,94,99,97
Rac1 act GTP bind,97,97,99,94,94,96,96
Rab2A wt mod,100,97,97,92,94,98,96
Bim-Bcl-W,-1,2,1,-1,-2,-5,-6
Rab7 wt modul,101,100,98,98,92,103,100
Bim-Bfl-1,-17,-4,2,4,-5,-2,-19
Bim-Bcl-B,-5,-7,9,0,-3,-6,-13
